High-throughput results (PubChem)
SKBR3 24h inh: SK-BR-3 proliferation inhibitors | AID 847 | actives 0.47% (n = 41,000) | SK-BR-3 viability, CellTiter-Glo ATP luminescence, 24 h; hits give low values | viability, % at 10 µM;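 active = viability at or below the median of all test compounds minus 3 SD, in both replicates if run twice, cut at about 45% in these data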;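 also: 100% = median untreated cell wells and 0% = median positive control drug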
Numbers without * were called inactive.

SMILES	SKBR3 24h inh
CCC(C)(C(=O)NC1CCCC1)N(C(=O)CNC(C)=O)c1ccc(C)cc1 (stereo not given)	92
O=C(CC1SCCNC1=O)Nc1cccc(C(F)(F)F)c1 (stereo not given)	74
Cc1onc(-c2ccccc2Cl)c1C(=O)Nc1ccc(S(=O)(=O)NCC2CCCO2)cc1 (stereo not given)	83
CC(=O)Nc1cccc(NC(=O)CSc2nc(C)c(C)c(C)c2C#N)c1	84
CC1CCCCN1C(=O)Cn1nnc(-c2cccnc2)n1 (stereo not given)	96
CC(C)(/C=N/O)/[N+]([O-])=C/c1ccccc1C(F)(F)F	91
CC(=O)Nc1cccc2c1OCCO2	92
CC1(C)N=C(/C=N/O)CN1O	109
O=C1CC(c2c[nH]c3ccccc23)C(=O)N1 (stereo not given)	100
Cc1cc(OCC(=O)c2ccc(F)cc2)ccc1N1C(=O)CCC1=O	87
Cc1ccc(/C=c2\sc3nc(-c4ccccc4Br)nn3c2=O)o1	74
C=CCNC(=O)C(C#N)c1nc2ccccc2nc1N1CCCCCC1 (stereo not given)	62
Cc1cc(C(=O)N2CCN(CCc3ccccc3)CC2)no1	91
CCOC(=O)N1CCN(C(=O)c2ccc3c(=O)n(-c4ccc(OC)cc4)c(=S)[nH]c3c2)CC1	96
CCCOc1ccc(C(=O)NCc2cccnc2)cc1	90
C/C(Cl)=C/Cn1c(SCCN2CCOCC2)nc2c1c(=O)[nH]c(=O)n2C	112
CCS(=O)(=O)Nc1c(C(=O)OC)[nH]c2ccccc12	97
Cn1c(-c2ccccc2)cccc1=O	95
O=C(CCCN1C(=O)CSc2ncccc21)N1CCN(c2cccc(C(F)(F)F)c2)CC1	69
CCn1cc(C(=O)OCc2ccccc2)c(=O)c2ccc(C)nc21	81

Of the compounds above, two have a Cl atom:
SMILES	SKBR3 24h inh
Cc1onc(-c2ccccc2Cl)c1C(=O)Nc1ccc(S(=O)(=O)NCC2CCCO2)cc1 (stereo not given)	83
C/C(Cl)=C/Cn1c(SCCN2CCOCC2)nc2c1c(=O)[nH]c(=O)n2C	112

Going on with the list:
SMILES	SKBR3 24h inh
CC(=O)Nc1ccc(S(=O)(=O)N2CCSCC2)cc1	83
CCOc1ccc(N2CC(C(=O)Nc3cccc(C)c3C)CC2=O)cc1 (stereo not given)	86
O=C(O)c1ccc(F)c(S(=O)(=O)Nc2ccccc2)c1	100
CC(=O)N1c2ccc(S(=O)(=O)CCC(=O)O)cc2CC1C (stereo not given)	88
CCC12CN3CC(CC)(CN(C1)C31C(=O)N(C)c3ccc(C)cc31)C2=O (stereo not given)	78
COc1ccc(C(=O)c2ccc(OC)c(OC)c2)cc1OC	104
CCOc1c(OC)cc(C2C(C#N)=C(N)Oc3n[nH]c(-c4ccncc4)c32)cc1OC (stereo not given)	85
Cc1c(C(=O)N2CCCCC2)sc(NC(=O)C(C)C)c1C#N	117
CNC(=O)C1C2C=CC3(O2)C1C(=O)N(C1CC1)C3C(=O)NCc1ccc(OC)cc1 (stereo not given)	98
COc1cccc(OCc2nnc(SCC(=O)NCc3ccco3)n2CCc2ccccc2)c1	93
COCCCn1c(SCC(=O)OC2CCCCC2)nnc1-c1cccs1	102
Cc1cccc(C)c1N1C(=O)CC(N(O)c2ccccc2)C1=O (stereo not given)	88
Cc1ccc(N(CN2CCCC2=O)C(=O)c2ccc(OC(C)C)cc2)cc1	102
Cc1nn(Cc2ccc(F)cc2)c(C)c1NC(=O)c1cc(-c2ccc3c(c2)OCO3)on1	84
Cc1ccc(S(=O)(=O)NC2=NCN(C3CCN(Cc4ccccc4)CC3)CN2)cc1	82
COc1cccc(NC(=O)CSc2nnc(-c3cccc(OC(C)C)c3)n2N)c1	138
CCN(CC)CCCn1c(C)cc2c(c1=O)C(c1ccccc1)C(C#N)=C(N)O2 (stereo not given)	134
Nc1nc(CN2CCN(c3ccccc3)CC2)nc(N2CCCc3ccccc32)n1	79
O=C(CCn1nnc(-c2cccs2)n1)NCc1ccccc1Cl	89
CCOC(=O)N1CCN(C(=O)CN(C2CCCCC2)S(C)(=O)=O)CC1	104
CN(CC(=O)Nc1ccc(F)c(F)c1)S(=O)(=O)c1cccc2nsnc12	65
O=C(NCc1ccco1)c1ccc(N2CCCC2=O)cc1	96
COc1cc(CC(NC(C)=O)C(=O)NC2CCN(c3nc(C)cc(C)c3C#N)CC2)cc(OC)c1 (stereo not given)	104
COc1ccc(OC)c(S(=O)(=O)N2CCC(C(=O)Nc3ccc(C)c(C)c3)CC2)c1	86
CC(=O)NCC(=O)OCC(=O)c1ccc(C)c(C)c1	87
CCO/C=C1/C(=O)N(CC)c2ccccc21	92
COC(=O)Sc1nc(N2CCOCC2)c2c(c1C#N)CC(C)(C)OC2	79
O=C1c2cccc3c(N4CCCCC4)ccc(c23)C(=O)N1c1ccccn1	79
CCOc1ccccc1N1CCN(C(=O)c2c(C)noc2C)CC1	98
Cc1ccc(S(=O)(=O)Nc2cc(C(=O)NCCN3CCCC3)ccc2N2CCCCC2)cc1	75
C=CCNC(=O)c1ccc2c(c1)nnn2C	90
CCN(CCO)C(=O)C12CCC(C)(C(=O)C1)C2(C)C (stereo not given)	96
NCC(O)COCCC12CC3CC(CC(C3)C1)C2 (stereo not given)	78
Cn1ccnc1SCCC#N	117
CCC(=O)N1CCc2cc(S(=O)(=O)NC(C(=O)NCc3ccccc3)C(C)C)ccc21 (stereo not given)	95
CN(C)C(=O)CN(C)S(=O)(=O)c1ccc(Cl)cc1	90
CCn1c(C)c(C(C)=O)c(N2CCCCC2)nc1=S	112
Cc1ccccc1-c1ccc(=O)n(CC(=O)Nc2ccc(N3CCOCC3)cc2)n1	81
CC(=O)Nc1nc(C)nc(C)c1C(C)=O	83
CCN(CC)CCN1C(=O)c2ccccc2NC1c1cc(OC)c(OC)c(OC)c1 (stereo not given)	75

Of the compounds above, three have a thiophene ring, fused or not:
SMILES	SKBR3 24h inh
Cc1c(C(=O)N2CCCCC2)sc(NC(=O)C(C)C)c1C#N	117
COCCCn1c(SCC(=O)OC2CCCCC2)nnc1-c1cccs1	102
O=C(CCn1nnc(-c2cccs2)n1)NCc1ccccc1Cl	89

More records
SMILES	SKBR3 24h inh
CN(C)CCNc1ncnc2ccccc12	100
CC(C)(CO)NCc1ccccc1OCC(=O)Nc1ccccc1	71
CCCCn1nnnc1NCc1cccs1	86
CC(=O)N1CCc2cc3nc(C)cc(C)c3cc21	96
O=C(CN(Cc1cccs1)C(=O)CNS(=O)(=O)c1ccc(F)cc1)NCc1ccco1	88
O=C(CS(=O)(=O)c1cn(Cc2ccccc2Cl)c2ccccc12)N1CCOCC1	73
CC(C)(CN=C1NS(=O)(=O)c2ccccc21)CNC(=O)CN1C(=O)c2ccccc2C1=O	88
Cc1ccc(C(=O)N(CN2CCCC2=O)c2ccccc2)cc1C	86
CC(=O)c1cccc(N(CC(=O)Nc2cccnc2)S(C)(=O)=O)c1	91
CC(=O)Nc1sc(NC(=O)c2ccccc2)nc1-c1cccs1	74
CC(=O)N[C@H]1C[C@@H]1c1ccccc1	91
COc1ccc(-c2nc(C#N)c(N3CCOCC3)o2)cc1OC	99
c1ccc(Cc2nnc(-c3ccccc3)o2)cc1	59
CC(C)Oc1ccc(Cc2c(O)nc(NCCCN(C)C)[nH]c2=O)cc1	95
CCOC(=O)c1ccc(NC(=O)CCc2nc(-c3ccccc3Cl)no2)cc1	89
Cc1ccc(N2CCN(c3ccc(C)cc3)C(CC(=O)O)C2=O)cc1 (stereo not given)	94
CCC(=O)Nc1sc(C(=O)OC)c(C)c1C(=O)OC	76
Fc1cc(F)c2nc(N3CCOCC3)sc2c1	75
CCN1C=C(Cc2cccs2)C2=C(C1)C(c1cccs1)C(C#N)=C(N)O2 (stereo not given)	77
COc1ccc(OC)c(N(CC(=O)N2CCCC2)S(=O)(=O)c2ccc(OC)c(OC)c2)c1	89
COc1ccc(OC)c(C2NC(=O)c3sc(=S)n(-c4ccccc4)c3N2)c1 (stereo not given)	78
N#Cc1cccc(C(c2nnnn2Cc2ccccc2)N2CCCC2)c1 (stereo not given)	81
O=C(Cc1ccccc1)Nc1cccc(-c2nc3ncccc3o2)c1	76
COc1ccc(CCN2C(=O)CC(Sc3ncccc3C(=O)O)C2=O)cc1OC (stereo not given)	92
Cc1nc(NC2=NCN(CCc3ccccc3)CN2)nc2c(C)cccc12	83
CCCCN=C(C)c1c(O)c2ccccc2oc1=O	82
O=c1[nH]c2cc3c(cc2cc1CN(CC1CCCO1)S(=O)(=O)c1ccc(Cl)cc1)OCCO3 (stereo not given)	89
COc1ccc(/C(N)=C/C(=O)C(C)(C)C)cc1	117
O=C(CCCC(=O)N(CC(=O)NC1CCCC1)Cc1ccccc1Cl)Nc1ccccn1	74
CCOC(=O)CN1C(=O)C(O)(c2c(C)[nH]c3ccccc23)c2ccccc21 (stereo not given)	96
Cc1ccc(OCC(=O)OC2CCS(=O)(=O)C2)cc1 (stereo not given)	87
CCN(CC)S(=O)(=O)c1ccc2c(c1)c(C(=O)O)cn2C	94
O=C(NO)c1ccc(OC(F)F)cc1	106
COc1cc(OC)c(C2N(c3cc(C)on3)C(=O)C3CCCN32)cc1OC (stereo not given)	105
CC(Sc1nc(-c2ccccc2)cc(C(F)(F)F)n1)C(=O)N1CCC(C(N)=O)CC1 (stereo not given)	101
C=CCOc1ccc(/C(O)=C2\C(=O)C(=O)N(CCCOC)C2c2ccc(O)c(OC)c2)cc1 (stereo not given)	96
N#CCCn1nnc(-c2ccccc2F)n1	82
CCOC(=O)N1CCN(C(=O)c2nn(-c3ccc(C)cc3)c(=O)c3c2c2ccccc2n3C)CC1	48
CCOC(=O)CC(=O)CSC1=C(C#N)C(c2ccccc2OC)CC(=O)N1 (stereo not given)	56
Cc1ccc(Cn2ccc(NC(=O)c3noc4c3CCCCC4)n2)cc1	76
CCCCC(=O)Nc1ccc(C(=O)NCc2ccncc2)cc1	94
CCC(=O)Nc1nc(C)cc(SCC(=O)OC)n1	121
O=C(Nc1ccc2c(c1)OCO2)c1c(Cl)nc2sccn12	86
COc1ccccc1C(=O)Nc1ccc(C(=O)O)cc1	99
Cc1cccc(C)c1NC(=O)CS(=O)CC(=O)NC1CCCc2ccccc21 (stereo not given)	106
CC(=O)c1cccc(N=C2C(=O)Nc3ccccc32)c1	69
CC(C)(Oc1ccc(Cl)cc1)C(=O)Nc1ncccn1	91
CCC(=O)Nc1nc2cc(OC)ccc2s1	86
COc1ccc(-c2cc(C(=O)NC3CCCC3)no2)cc1OC	95
O=C(O)c1c(-c2ccccc2)c2oc3ccccc3c2[nH]c1=O	84
CCOc1ccccc1C(=O)NCCCCCC(=O)O	113
CCc1ccccc1NC(=O)CN1C(=O)C2CCCN2c2ncc(Cl)cc21 (stereo not given)	96
Cc1cnc(C(=O)Nc2cccc3cccnc23)cn1	72
O=C(NC1=NCCS1)NC12CC3CC(CC(C3)C1)C2	83
CCOc1ccc(C(=O)NCC(C)CN(C)C)cc1OCC (stereo not given)	91
CCCC1C(c2ccc(OC)cc2)C(C#N)(C#N)C2(C#N)CC1(N)NC2=O (stereo not given)	89
CCOc1ccc(CN2CCN(C(=O)c3ccccc3)CC2)cc1	100
CCOC(=O)Cc1csc(NC(=O)c2cccc(OC)c2)n1	90
COc1cccc(OC)c1Oc1ccc(C(F)(F)F)cn1	117
C=CCn1c(COc2ccc(CC)cc2)nnc1SC/C(O)=C(\C#N)c1nc2ccccc2[nH]1	29*

The last four entries of the part above are carried over, then new ones follow.
SMILES	SKBR3 24h inh
CCOc1ccc(CN2CCN(C(=O)c3ccccc3)CC2)cc1	100
CCOC(=O)Cc1csc(NC(=O)c2cccc(OC)c2)n1	90
COc1cccc(OC)c1Oc1ccc(C(F)(F)F)cn1	117
C=CCn1c(COc2ccc(CC)cc2)nnc1SC/C(O)=C(\C#N)c1nc2ccccc2[nH]1	29*
Cc1ccc(S(=O)(=O)N2CCN(C(=O)CSc3nc4ccccc4o3)C2)cc1	97
CCc1cc2c(=O)c(-c3nc4ccccc4n3C)coc2c(CN2CCN(C)CC2)c1O	88
Cc1cc(NCCN2CCOCC2)n2c(nc3ccccc32)c1C#N	99
O=C1CC(C(=O)N(c2cccc(F)c2)C(C(=O)NC2CCCC2)c2ccccn2)CS1 (stereo not given)	86
O=C(O)C1CCN(S(=O)(=O)c2ccc(Oc3ccccc3)cc2)CC1	81
CCc1nnc(NC(=O)c2c(O)c3c([nH]c2=O)CCCC3)s1	138
CCOc1cc(C(=O)N(C)Cc2cc3cc(OC)ccc3[nH]c2=O)cc(OCC)c1OCC	99
CCS(=O)(=O)N1CCCC(C(=O)NCc2cccnc2)C1 (stereo not given)	83
COc1ccccc1C1(CC(=O)O)CCOC(C(C)C)C1 (stereo not given)	84
Cc1cc(C(F)(F)F)nn1Cc1ccc(C(=O)NCc2ccco2)o1	106
COC(=O)c1ccc(NS(=O)(=O)c2ccc(SC)cc2)cc1	82
Cc1cc(C)nc(SC(C)C(=O)Nc2ccc(S(N)(=O)=O)cc2)n1 (stereo not given)	103
O=C1OC(c2ccccc2)=C/C1=C/N1CCCCC1	65
Cc1cc(N=CC2=C(O)CC(C)(C)CC2=O)no1	106

The list is partial; rates above refer to the full screens.
